Source: PubChem BioAssay
S1P2 antag: antagonists of human S1P2 receptor. O95136. cell-based S1P2 antagonist assay, inhibition at 5 uM. inhibition, % at 5 µM. 0.21% of 97,000 active. AID 736; in the data active = inhibition above about 45%;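 note: CRE beta-lactamase reporter cells expressing human S1P2 stimulated with S1P; 0% = agonist at EC80 alone and 100% = agonist plus reference antagonist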
Target sequence (O95136 whole entry, looked up): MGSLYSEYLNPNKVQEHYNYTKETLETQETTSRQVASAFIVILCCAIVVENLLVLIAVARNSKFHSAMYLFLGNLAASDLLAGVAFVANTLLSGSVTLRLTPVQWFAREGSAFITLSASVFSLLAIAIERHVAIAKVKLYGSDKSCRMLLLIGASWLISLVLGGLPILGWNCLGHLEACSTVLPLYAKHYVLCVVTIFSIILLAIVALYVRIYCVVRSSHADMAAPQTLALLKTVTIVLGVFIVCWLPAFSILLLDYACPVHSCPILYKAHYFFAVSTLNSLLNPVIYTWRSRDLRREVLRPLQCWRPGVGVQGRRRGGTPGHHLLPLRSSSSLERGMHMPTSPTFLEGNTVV
CYP2C19 inh: human CYP2C19 inhibition | P33261 | CYP2C19 Supersomes, luciferin-H EGE luminescence, 30 min | inhibition, % at 5 µM | 21% of 96,000 active | AID 778;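 active = CYP2C19 inhibition above a set limit at 5 µM in the primary screen, cut at about 50% in these data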;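 note: plate controls were negative control wells for no effect and 2.5 mM tranylcypromine positive control for full effect; values of inactives mirror those of a sister screen read the other way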
CYP2C19 activ: activators of human cytochrome P450 2C19; AID 1025; recombinant CYP2C19, luciferin-H EGE luminescence; stronger effect = higher value; 0 = fully inhibited enzyme, 1 = untreated enzyme; activation factor at 5 µM; 96,000 tested, under 10 active;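 active = activation factor of at least 2 at 5 µM in the primary screen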;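 note: 0 = wells with 2.5 mM tranylcypromine and 1 = vehicle-only wells; values of inactives mirror those of a sister screen read the other way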
sEH act: increases human soluble epoxide hydrolase activity; P34913; purified human sEH enzymatic activity, activator screen; activation, % at 2 µM; 0.04% of 91,000 active; in the data active = activation above about 37%; note: values of inactives mirror those of a sister screen read the other way
hDAT+cocaine: modulates human dopamine transporter uptake under cocaine. Q01959. LLC-PK1 hDAT cells, [14C]-dopamine uptake with cocaine IC80; actives deviate in either direction. B-score at 10 µM. 1.3% of 110,000 active;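 active = Z score or B-score, a plate-position-corrected score, falls beyond the plate's 99.7% confidence bounds, in either direction; inactive = both scores lie inside the 99.7% bounds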;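 note: scored against the spread of the other compound wells on the same plate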
Target sequence (Q01959 whole entry, looked up): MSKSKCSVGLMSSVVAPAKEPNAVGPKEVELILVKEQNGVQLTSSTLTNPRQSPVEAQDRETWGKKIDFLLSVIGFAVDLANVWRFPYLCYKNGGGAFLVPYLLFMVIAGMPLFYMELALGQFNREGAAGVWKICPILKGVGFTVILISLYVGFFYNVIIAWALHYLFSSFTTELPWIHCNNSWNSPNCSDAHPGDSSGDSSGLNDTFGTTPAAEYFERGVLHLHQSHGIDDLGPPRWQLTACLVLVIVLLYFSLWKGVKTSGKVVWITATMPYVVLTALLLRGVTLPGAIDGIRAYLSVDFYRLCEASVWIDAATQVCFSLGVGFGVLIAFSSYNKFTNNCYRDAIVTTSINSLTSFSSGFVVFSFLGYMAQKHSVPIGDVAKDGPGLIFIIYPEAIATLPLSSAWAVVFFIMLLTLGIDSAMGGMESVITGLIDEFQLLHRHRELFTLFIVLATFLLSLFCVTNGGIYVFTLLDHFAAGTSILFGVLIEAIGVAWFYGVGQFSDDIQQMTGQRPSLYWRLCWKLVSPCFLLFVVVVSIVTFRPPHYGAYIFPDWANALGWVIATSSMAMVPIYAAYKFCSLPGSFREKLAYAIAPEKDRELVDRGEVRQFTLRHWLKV
PostGolgi yeast: growth inhibition of a yeast mutant, post-Golgi transport screen; post-Golgi transport phenotypic cell assay; inhibition, % at 10 µM; 0.9% of 98,000 active; AID 739;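 note: yeast cells grown in 1536-well plates; yeast grown about 18 h at 30C before absorbance read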
sEH inh: blocks human soluble epoxide hydrolase activity. P34913. recombinant human sEH enzymatic activity assay. inhibition, % at 2 µM. 0.34% of 91,000 active. AID 707; in the data active = inhibition above about 80%; note: values of inactives mirror those of a sister screen read the other way; many of its hits are not listed in these tables
PostGolgi ctrl: yeast control strain growth, post-Golgi counter-screen; efflux-deficient yeast background strain, growth absorbance A615, 16 h; inhibition, % at 10 µM; 5% of 98,000 active
S1P2 agonist: activates the human S1P2 receptor; activation, % at 4.5 µM; 0.46% of 97,000 active; O95136; AID 729; S1P2-expressing cell line, agonist reporter read-out; in the data active = activation above about 16%;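 note: 0% = vehicle low control and 100% = maximal reference agonist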
* hit, by the source's call; x = not tested or not shown. Cut-off read from the data, not from the text of the source, unless noted: active = inhibition above about 30%; inactive = the rest.

SMILES	S1P2 antag	CYP2C19 inh	CYP2C19 activ	sEH act	hDAT+cocaine	PostGolgi yeast	sEH inh	PostGolgi ctrl	S1P2 agonist
CCN(CC)S(=O)(=O)c1cccc(C(=O)Nc2cc(C)cc(C)c2)c1	12	41	0.6	x	1.5	1	x	14	-8
NS(=O)(=O)c1ccc(-n2nncc2C23CC4CC(CC(C4)C2)C3)cc1	13	-2	1	-9	1.1	0	12	18	-3
Cc1cc(C)c(S(C)(=O)=O)c(Sc2ccc(Cl)cc2)n1	7	45	0.5	-7	-0.91	16	6	31*	-6
O=C(OCC(=O)N1CCN(C(=O)c2ccco2)CC1)c1cc(-c2ccccc2)nc2ccccc12	16	50	0.5	7	1.1	44*	-8	47*	-8
O=C(CSc1cccc[n+]1[O-])c1cc2ccccc2o1	x	7	0.9	x	-0.43	-5	x	-2	x
COc1ccc(S(=O)(=O)N(C)c2ccc(C(N)=O)cc2)cc1	-6	44	0.6	8	0.83	2	-9	3	-3
Cn1c(SCC(=O)NCCc2ccccc2)nnc1-c1ccncc1	-7	14	0.9	4	0.21	-1	-6	-3	0
O=C1CC(c2ccco2)Cc2nc(Nc3ccc(F)cc3)ncc21 (centres undefined)	-13	56*	0.4	0	0.1	3	2	6	-5
N#CC1=C(N)Oc2n[nH]c(-c3ccccc3)c2C1c1ccsc1 (centres undefined)	-14	x	x	-9	-0.19	x	13	x	-3
Cc1[nH]c2ccccc2c1/C=N/Nc1nc(Nc2ccccc2)nc(N2CCOCC2)n1	38	34	0.7	-9	1.6	3	8	10	-9
CSc1c(-c2ccccc2)nc2ccccc2c1C(=O)O	17	-16	1.2	11	-0.43	0	-10	9	-1
CCOc1cc(CN2CCN(c3cccc(C(F)(F)F)c3)CC2)ccc1O	0	7	0.9	2	1.1	0	-2	8	1
CCCCOc1ccc(-c2nnn(CC(=O)NCc3ccco3)n2)cc1	-10	-22	1.2	-7	0.063	-8	11	13	-6
O=C(CCN1CCCCC1)Nc1cccc(Cl)c1	-6	2	1	10	-1.1	-2	-11	2	-4
Cc1cc2ncn(S(=O)(=O)c3ccc(S(=O)(=O)N4CCCCCC4)cc3)c2cc1C	-15	x	x	-1	-2	x	7	x	-5
Cc1cc(C)nc(NC(=O)c2ccc(C)c([N+](=O)[O-])c2)n1	23	4	1	-11	-0.11	-11	10	29	-2
O=C(Nc1ccccn1)C12CC3CC(CC(C3)C1)C2	-12	26	0.7	-8	-0.013	5	10	-1	1
Cc1nnc(NC(=O)CSc2nc3c(c(=O)n2C)SC(C)C3)s1 (centres undefined)	0	-3	1	-3	0.44	1	3	-1	-4
O=C(NCc1cccnc1)c1ccc(Cl)c(Cl)c1	-6	75*	0.3	5	-0.039	11	-5	2	-13
Cc1oc(C)c2c(=O)ccc3c(c12)OC(N)=C(C#N)C3c1ccccc1Cl (centres undefined)	11	22	0.8	5	-0.31	-2	-7	11	-13
O=C1CC(NCc2ccco2)C(=O)N1CCc1ccccc1 (centres undefined)	x	48	0.5	x	-1.4	19	x	0	x
O=C(Cn1nnc2c(sc3nc4c(c(-c5ccccc5)c32)CCC4)c1=O)c1ccccc1	7	-13	1.1	-2	-0.37	4	4	3	-2
N#CC(C(=O)NCc1ccco1)c1nc2ccccc2nc1N1CCOCC1 (centres undefined)	0	79*	0.2	8	0.96	10	-6	22	-3
Cc1n[nH]c(C)c1CCOc1ccc(C(C)C)cc1	1	14	0.9	-3	0.05	10	5	9	0
CC1C(C)C(O)(c2ccccc2)CCN1C (centres undefined)	-11	x	x	7	0.13	x	-8	x	-2
Cc1cc(C)cc(N(C(C)C(=O)N2CCCCC2)S(C)(=O)=O)c1 (centres undefined)	x	-5	1.1	x	-0.43	-2	x	-1	x
O=C(C(Cc1ccccc1)n1cccc1)N1CCCCC1 (centres undefined)	12	45	0.6	-7	0.21	-5	6	7	-4
FC(F)(F)c1ccc2nnc(-c3c(Cl)cccc3Cl)n2c1	-27	30	0.7	-6	-0.31	-5	5	9	-7
CCn1c(=NC(=O)c2ccc(S(=O)(=O)N3CCOCC3)cc2)sc2cccc(OC)c21	3	12	0.9	14	-0.073	4	-12	14	-3
CCSc1nnc(NC(NC(=O)c2ccco2)(C(F)(F)F)C(F)(F)F)s1	-16	7	0.9	x	0.11	-2	x	10	-6
CC(c1nnnn1C1CCCCC1)N(Cc1ccccc1)Cc1cccnc1 (centres undefined)	-1	x	x	1	1.4	-6	-1	13	-3
CCOC(=O)C1(Cc2ccccc2)NC(c2ccccc2F)C2C(=O)N(CC)C(=O)C21 (centres undefined)	24	48	0.5	-6	0.35	24	5	10	-3
O=C(C(Cc1ccccc1)N1C(=O)C2C3CCC(C3)C2C1=O)N1CCCCC1 (centres undefined)	5	9	0.9	-3	-0.17	3	6	6	-5
CCN(CC)CC(=O)Nc1ccc2c(c1)N(C(=O)CN(CC)CC)c1ccccc1CC2	13	12	0.9	1	0.18	1	0	6	-3
O=C(COC(=O)c1ccccc1NC(=O)c1ccco1)Nc1ncc(Cl)cc1Cl	3	28	0.7	-6	-0.3	19	8	-6	-3
CCC1CCCCN1C(=O)c1cc2cc(Br)ccc2oc1=O (centres undefined)	-8	38	0.6	-7	0.049	-7	7	13	-3
Cc1c(Br)ccc(NC(=O)CCN2C(=O)C3C4CCC(C4)C3C2=O)c1C (centres undefined)	-5	25	0.8	-66	-0.24	1	67	25	0
CCCCCCSc1ncc(C#N)c(N)n1	-14	18	0.8	-8	0.61	-1	8	15	1
C/C(=C\C(=O)O)C(=O)Nc1nccs1	-8	-14	1.1	-9	0.22	9	10	-7	-2
Cc1ccc(Nc2nc(-c3sc(NC(=O)c4ccccc4)nc3C)cs2)cc1	21	17	0.8	-30	1.3	2	32	1	-7

Some of the entries so far, with values under each structure:
Results follow in this order: S1P2 antag | CYP2C19 inh | CYP2C19 activ | sEH act | hDAT+cocaine | PostGolgi yeast | sEH inh | PostGolgi ctrl | S1P2 agonist
> COc1ccc(S(=O)(=O)N(C)c2ccc(C(N)=O)cc2)cc1
    -6 | 44 | 0.6 | 8 | 0.83 | 2 | -9 | 3 | -3
> Cn1c(SCC(=O)NCCc2ccccc2)nnc1-c1ccncc1
    -7 | 14 | 0.9 | 4 | 0.21 | -1 | -6 | -3 | 0
> O=C1CC(c2ccco2)Cc2nc(Nc3ccc(F)cc3)ncc21 (centres undefined)
    -13 | 56* | 0.4 | 0 | 0.1 | 3 | 2 | 6 | -5
> N#CC1=C(N)Oc2n[nH]c(-c3ccccc3)c2C1c1ccsc1 (centres undefined)
    -14 | x | x | -9 | -0.19 | x | 13 | x | -3
> Cc1[nH]c2ccccc2c1/C=N/Nc1nc(Nc2ccccc2)nc(N2CCOCC2)n1
    38 | 34 | 0.7 | -9 | 1.6 | 3 | 8 | 10 | -9

Continuation.
SMILES	S1P2 antag	CYP2C19 inh	CYP2C19 activ	sEH act	hDAT+cocaine	PostGolgi yeast	sEH inh	PostGolgi ctrl	S1P2 agonist
CN=Cc1nc(-c2ccccc2)oc1O	-4	x	x	2	-1	x	1	x	1
CCSc1nnc(NC(=O)CSc2nnc(Cc3cccn3C)n2CCc2ccccc2)s1	13	3	1	-13	0.099	-4	15	0	-9
COc1ccccc1C1CC(c2ccccc2)Nc2ncnn21 (centres undefined)	-10	87*	0.1	14	-0.85	-4	-10	15	-2
O=C(c1ccc(Cl)c(F)c1F)N1CCOCC1	-58	-9	1.1	8	1.7	11	-7	21	1
CSCCC1NC(=O)N(CC(=O)Nc2c(Cl)cc(Cl)cc2Cl)C1=O (centres undefined)	6	-7	1.1	-3	-0.014	-3	5	0	-6
CCCCn1cnc2sc3c(c2c1=N)CCCC3	x	60*	0.4	x	-0.1	0	x	13	x
O=C1c2ccccc2C(=O)N1OCCOCCOCCBr	-23	16	0.8	-9	-0.16	-20	8	5	-7
COC(=O)c1ccc(OCC(O)CN(CC(C)C)CC(C)C)cc1 (centres undefined)	-2	74*	0.3	3	-0.4	6	-2	9	-3
O=c1cc(-c2ccccc2)[nH]n1-c1nc2ccccc2[nH]1	2	5	0.9	-2	-1.4	-5	1	4	-5
Cc1cc(C(=O)OCC(=O)NCCCN2CCCC2=O)c2ccccc2n1	-7	0	1	x	-0.79	0	x	17	-4
COc1ccc(C2(CN(C(C)=O)C(C)=O)CCCC2)cc1OC	-24	52*	0.5	6	0.081	1	-8	39*	1
COc1ccccc1CC(=O)N(CCC#N)CCC#N	10	x	x	0	0.084	x	-4	x	-2
CCN(CC)Cc1csc2ccc(Br)cc12	-2	5	0.9	-8	-0.098	-7	11	12	-9
CC(=O)/C=C\c1cn(-c2ncc(C(F)(F)F)cc2Cl)c2ccccc12	10	31	0.7	8	0.019	-8	-6	23	-7
COc1ccc(-c2csc(C)n2)cc1	-10	x	x	7	0.02	x	-7	x	-11
COc1ccc(CNC(=O)COC(=O)C2=COCCO2)cc1	-7	39	0.6	-13	-0.95	37*	15	10	-9
NC(=O)c1oc2ccccc2c1NC(=O)c1ccccc1	-47	22	0.8	-3	0.52	-6	5	3	1
O=C(NCCNC(=O)c1cc(OCC(F)(F)F)ccc1OCC(F)(F)F)Nc1cccc(C(F)(F)F)c1	20	41	0.6	-13	0.16	-6	14	6	-7
CCOC(=O)C1=CN(C)C=C(C(=O)OCC)C1c1ccsc1	3	44	0.6	x	-0.57	-3	x	16	12
CCCn1nc(C(=O)Nc2ccc(S(=O)(=O)Nc3nccs3)cc2)c2ccccc2c1=O	16	5	0.9	6	1.3	4	-8	1	-8

Reprinted at random: 6 records from the list, in no set order.
SMILES	S1P2 antag	CYP2C19 inh	CYP2C19 activ	sEH act	hDAT+cocaine	PostGolgi yeast	sEH inh	PostGolgi ctrl	S1P2 agonist
NS(=O)(=O)c1ccc(-n2nncc2C23CC4CC(CC(C4)C2)C3)cc1	13	-2	1	-9	1.1	0	12	18	-3
O=C(NCCNC(=O)c1cc(OCC(F)(F)F)ccc1OCC(F)(F)F)Nc1cccc(C(F)(F)F)c1	20	41	0.6	-13	0.16	-6	14	6	-7
CCn1c(=NC(=O)c2ccc(S(=O)(=O)N3CCOCC3)cc2)sc2cccc(OC)c21	3	12	0.9	14	-0.073	4	-12	14	-3
FC(F)(F)c1ccc2nnc(-c3c(Cl)cccc3Cl)n2c1	-27	30	0.7	-6	-0.31	-5	5	9	-7
O=C(CCN1CCCCC1)Nc1cccc(Cl)c1	-6	2	1	10	-1.1	-2	-11	2	-4
Cc1n[nH]c(C)c1CCOc1ccc(C(C)C)cc1	1	14	0.9	-3	0.05	10	5	9	0

The list goes on:
SMILES	S1P2 antag	CYP2C19 inh	CYP2C19 activ	sEH act	hDAT+cocaine	PostGolgi yeast	sEH inh	PostGolgi ctrl	S1P2 agonist
C/C(=N\NC(=O)c1cccc(Cl)c1)c1cccc(NC(=O)C(C)C)c1	-3	34	0.7	-8	-0.11	-5	13	-1	-8
CCOc1ncccc1C(=O)OCC(=O)N1CCN(S(=O)(=O)c2ccccc2)CC1	2	32	0.7	-1	-0.56	1	0	12	-4
O=C(CSc1nccc(-c2ccc(Br)cc2)n1)NCCc1ccccc1	4	62*	0.4	x	0.012	29	x	11	-3
COc1ccc(N2CCN(C(c3cc(OC)ccc3OC)c3nnnn3Cc3ccco3)CC2)cc1 (centres undefined)	x	34	0.7	x	2.2	-6	x	12	x
Cc1ccc2occ(C3N[C@H](C(=O)O)CS3)c(=O)c2c1 (some centres undefined)	-11	7	0.9	11	1.1	-7	-10	0	-5
O=C(COc1cccc2cccnc12)Nc1nccs1	-4	35	0.6	20	-0.48	-1	-22	7	-2
CCOc1nc(NCCN2CCOCC2)nc(NC(C)C)n1	-13	x	x	6	-0.31	x	-1	x	-3
